PMI act satM6P: PMI (human) activation, high substrate; P34949; coupled PMI enzyme assay, resazurin fluorescence, 20 min; hits give high values; 1 = untreated enzyme, 0 = substrate-free blank; activation factor at 20 µM; 190,000 tested, 0.34% active; AID 1216;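 active = activation factor of 2 or more at 20 µM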
Target sequence (P34949 whole entry, looked up): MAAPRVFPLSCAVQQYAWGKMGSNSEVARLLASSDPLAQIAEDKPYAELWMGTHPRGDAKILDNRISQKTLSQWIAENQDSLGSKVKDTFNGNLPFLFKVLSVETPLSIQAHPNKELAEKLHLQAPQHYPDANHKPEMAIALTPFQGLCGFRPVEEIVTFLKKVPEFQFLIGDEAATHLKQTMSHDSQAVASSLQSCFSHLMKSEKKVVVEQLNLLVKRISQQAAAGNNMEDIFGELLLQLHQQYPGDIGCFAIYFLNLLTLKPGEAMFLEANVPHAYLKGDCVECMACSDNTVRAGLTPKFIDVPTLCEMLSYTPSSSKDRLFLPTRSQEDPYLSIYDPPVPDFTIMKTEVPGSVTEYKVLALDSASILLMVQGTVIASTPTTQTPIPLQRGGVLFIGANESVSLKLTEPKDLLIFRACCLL
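Material: human phosphomannose isomerase with PGI, G6PDH, diaphorase coupling enzymes; amount: PMI at 15 ng/mL final; also added: Mannose-6-phosphate 1.0 mM (near-saturating) plus 0.22 mM NADP+; incubation: enzyme reaction with compound 20 min at room temperature; signal: resorufin fluorescence (Ex 544/Em 590 nm) from resazurin via diaphorase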
TNAP act hiacc: activators of human TNAP at high phosphate acceptor concentration; purified TNAP, CDP-star luminescence, 1 M DEA, 30 min; hits give high values; 0 = EDTA background, 1 = DMSO-only activity; P05186; AID 1136; 200,000 tested, under 10 active; activation factor at 20 µM;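 active = activation factor at least 2 at 20 µM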
Target sequence (P05186 whole entry, looked up): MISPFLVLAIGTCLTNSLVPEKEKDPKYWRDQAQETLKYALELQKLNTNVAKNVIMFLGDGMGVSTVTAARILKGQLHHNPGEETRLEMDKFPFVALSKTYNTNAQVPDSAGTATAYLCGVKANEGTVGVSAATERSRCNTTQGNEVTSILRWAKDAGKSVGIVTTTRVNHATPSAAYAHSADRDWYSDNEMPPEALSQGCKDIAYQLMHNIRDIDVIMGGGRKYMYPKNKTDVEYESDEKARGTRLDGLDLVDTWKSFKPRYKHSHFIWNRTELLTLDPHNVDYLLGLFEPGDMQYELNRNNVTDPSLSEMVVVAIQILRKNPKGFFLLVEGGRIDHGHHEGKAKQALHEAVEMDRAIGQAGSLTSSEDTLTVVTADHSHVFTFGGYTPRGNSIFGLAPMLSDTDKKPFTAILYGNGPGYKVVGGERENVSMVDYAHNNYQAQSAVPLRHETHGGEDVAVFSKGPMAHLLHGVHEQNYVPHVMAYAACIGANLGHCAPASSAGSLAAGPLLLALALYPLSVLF
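Assay system: human TNAP; Input: enzyme diluted 1/800 final; Reagent: CDP-star luminogenic substrate at 100 µM final; Timing: 30 min, room temperature; Signal: luminescence; Evaluation: TNAP activation factor scaled between EDTA and DMSO control wells.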
bIAP activator: increases bovine intestinal alkaline phosphatase activity | purified bovine IAP, CDP-star luminescence, 30 min; hits give high values; fold of DMSO-control signal, blank-subtracted | activation factor at 20 µM | 200,000 tested, 0.17% active | AID 1016;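 active = activation factor of 2 or more at 20 µM, a signal rise over negative controls twice the positive control's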
Lmaj promast: reduces viability of Leishmania major promastigotes; resazurin fluorescence viability; inhibition, % at 10 µM; 200,000 tested, 9% active; AID 1063; in the data active = inhibition above about 50%;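 note: promastigotes grown with compound for 44 hours at 28 °C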
Diaphorase inh: counter-screen for diaphorase-based assays: diaphorase inhibitors and chemical oxidizers; 190,000 tested, 0.69% active; diaphorase resazurin-to-resorufin fluorescence, NADH, 16 min; bacterial (C. kluyveri) enzyme, not human; inhibition, % at 20 µM;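 active = primary screen inhibition at 20 µM above a set limit, cut at about 50% in these data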;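 note: plate controls were DMSO with full reaction for no effect and wells lacking NADH for full effect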
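System: Bacterial diaphorase enzyme (C. kluyveri) | Incubation: 16-min room-temperature incubation before reading | Benchmarks: No-NADH positive control and DMSO neutral control | Measured by: Resorufin fluorescence 544/590 nm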
TNAP inh no acc: TNAP (human) inhibition, acceptor-free conditions | purified TNAP, CDP-star luminescence, 30 min | inhibition, % at 20 µM | 200,000 tested, 0.26% active | AID 1012;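 active = tissue-nonspecific alkaline phosphatase inhibition above about 50% at 20 µM in the single-dose screen, limit read from the data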;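 note: 0% = DMSO negative control and 100% = EDTA positive control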
TNAP inh hi DEA: inhibitors of human TNAP at high phosphate acceptor concentration; P05186; purified TNAP, CDP-star luminescence, 1 M DEA; inhibition, % at 20 µM; 200,000 tested, 0.03% active;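 active = over 50% inhibition of tissue-nonspecific alkaline phosphatase at 20 µM in the single-dose screen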;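 note: plate controls were DMSO wells for no effect and EDTA-quenched wells as full inhibition for full effect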
PMI act: activators of human phosphomannose isomerase. P34949. purified human PMI, coupled resazurin fluorescence, 20 min; hits give high values; 1 = vehicle control, 0 substrate-free wells. activation factor at 20 µM. 190,000 tested, 0.005% active. AID 1214;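 active = activation factor of 2 or more at 20 µM, relative to plate controls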
Diaph act CS: counter-screen for diaphorase-based assays: diaphorase activators and chemical reducers | Diaphorase/resazurin coupled assay, resorufin fluorescence, 16 min; hits give high values; 1 = vehicle wells, 0 = NADH-free wells | activation factor at 20 µM | 190,000 tested, 0.005% active | AID 1229;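 active = diaphorase activity raised at least twofold by the compound at 20 µM; inactive = activation factor below 2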
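test system = bacterial diaphorase enzyme (C. kluyveri) | quantity = enzyme 0.07 U/mL final | reagent = NADH substrate 0.114 mM plus resazurin dye 0.1 mM, final | incubation = 16 min enzyme reaction, ambient temperature | buffer or medium = HEPES pH 7.4 buffer with MgCl2 and Tween 20 | signal = fluorescence of resorufin, 544 nm excitation, 590 nm emission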
bIAP inh: blocks bovine intestinal alkaline phosphatase activity; 190,000 tested, under 10 active; purified bovine IAP, CDP-star luminescence, 30 min; inhibition, % at 20 µM;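 active = over 50% inhibition of intestinal alkaline phosphatase at 20 µM in the single-dose screen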
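Assay system – bovine IAP enzyme · Quantity – bovine IAP at 1/65,000,000 final dilution · Detection – CDP-star luminescence signal · Times – 30 min reaction at room temperature · Also added – CDP-star substrate at 30 µM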
Active calls of the source: *; · = no result given. An unsorted share of the library; 10% or so of the library scored in one or more.

SMILES	PMI act satM6P	TNAP act hiacc	bIAP activator	Lmaj promast	Diaphorase inh	TNAP inh no acc	TNAP inh hi DEA	PMI act	Diaph act CS	bIAP inh
CCOC(=O)C(CSCC(=O)c1ccc(Cl)cc1Cl)NC(=O)OC(C)(C)C (centres undefined)	0.8	1.1	1	-3	25	-3	-5	0.8	0.7	3
Cc1cc(N2CCCCCC2)nc(-c2ccccc2O)n1	0.9	1	1	-4	5	-8	-4	0.9	1	1
CCC(=O)Nc1ccc2c(c1)ncn2-c1ccccc1OC	1	1	1	-8	13	-7	0	1.1	0.9	-1
O=C(Nc1ccc(O)cc1)c1cccc(Oc2ccc([N+](=O)[O-])cc2)c1	·	1	1.1	13	·	-7	-4	·	·	-15
CN(CCC#N)C(=O)CSc1ncnc2sc(-c3ccccc3)cc12	1	1	0.9	-1	14	-8	-1	1	0.9	13
CCN(CC)c1ncnc2c1sc1nc(N3CCOCC3)c3c(c12)CCC3	0.9	1.1	0.9	6	20	-1	-5	0.9	0.8	5
COc1cc(NC(=O)COC(=O)[C@@H]2CCCN2S(=O)(=O)c2ccc(Cl)cc2)cc(OC)c1OC	0.8	1	0.9	-5	28	-5	-2	0.8	0.7	13
CN1CCN(C(=O)/C(=C/c2ccccc2)c2ccccc2)CC1	0.9	1	1	0	14	-3	-4	0.9	0.9	5
CCOC(=O)c1sc(/N=C/N(C)C)c(C(=O)OCC)c1C	1	1	0.8	9	9	-12	-2	1	0.9	18
O=C(Cn1c(=S)[nH]c2ccccc2c1=O)N1CCc2ccccc2C1	1	1.1	0.9	-8	34	-16	-6	1	0.7	11
O=C(/C=C/c1cccc(Cl)c1)OCc1cn2cc(Cl)ccc2n1	1	1	0.7	-2	-10	1	0	1.1	1.1	25
COc1cccc(N2CCN(C(=O)Nc3ccc4c(c3)NC(=O)CO4)CC2)c1	0.9	1	1	-5	4	-10	-3	0.9	1	-4
COc1ccc(CCNC(=O)C2=COCCO2)cc1	1.1	1	1	-2	13	-6	1	1.1	0.9	2
COc1ccc(N(C(=O)c2ccc(C)cc2)S(=O)(=O)c2cccs2)cc1	0.9	1	1	39	18	-13	-2	0.9	0.8	2
Cc1sc2ncnc(N/N=C/c3ccc(O)cc3)c2c1C	1.1	1	0.8	21	1	-35	-1	1	1	18
CC(=O)N(CCCc1ccc(C(C)(C)C)cc1)CCCN(C)C	1	1	1.1	99*	4	-5	-4	1	1	-13
CCCCn1nnnc1SCC(=O)N1CCCC1	1	1	1	-6	9	-9	-4	1	0.9	-3
C/C(CCc1ccccc1)=N\NC(=O)c1ccccc1[N+](=O)[O-]	0.9	1	1.1	-6	15	-2	0	0.9	0.8	-6
Cc1cc(Nc2ccccc2O)c2ccccc2n1	·	1	1	1	·	-5	-4	·	·	3
CC1CN(S(=O)(=O)c2ccc(C(=O)Nc3nnc(-c4ccccn4)o3)cc2)CC(C)O1 (centres undefined)	1.1	1	0.8	0	5	9	-3	1.2	0.9	22
O=C(C1=C[C@H](c2ccc(Br)cc2)C[C@H](OCc2ccc(CO)cc2)O1)N1CCN(Cc2ccc3c(c2)OCO3)CC1	0.9	1.1	1.1	46	29	-12	-11	0.9	0.7	-9
CCCc1ccc(-c2cc(NC(=O)CSc3nnc(N)s3)n(-c3ccccc3)n2)cc1	0.8	1	0.9	8	21	2	-1	0.8	0.8	5
COCCCNC(=O)c1c(F)c(F)c(F)c(F)c1F	1	1	0.8	-7	12	-19	-5	1	0.9	19
CC(=O)C1=C(O)C(=O)N(c2nnn(C)n2)C1c1cccs1 (centres undefined)	1	1.1	1	-9	30	-13	-5	0.9	0.7	0
CCC(=O)n1nc(-c2cccnc2)nc1NCc1ccc(F)cc1	1	1	1	-1	11	20	2	1	0.9	-1
O=S(=O)(c1ccccc1)c1nc(-c2cccs2)oc1NCC1CCCO1 (centres undefined)	1.6	1	1.1	86*	2	-1	1	1.2	1	-6
CC(C)N1C/C(=C/c2ccsc2)C(=O)/C(=C/c2ccsc2)C1	1.2	1	0.8	100*	7	-7	0	1	0.9	22
CN(C)CCNc1oc(COc2cccc(Cl)c2)nc1C#N	1.1	1	1	3	-18	-13	-3	1	1.2	-5
O=C(CNS(=O)(=O)c1ccc(Br)s1)Nc1ccc2c(c1)OCCO2	1.1	1	1	-2	1	-13	-3	1	1	2
Cc1ccc(NC(=O)CCC(=O)OCC(=O)c2ccc(Oc3ccc([N+](=O)[O-])cc3)cc2)cc1	1	1	0.8	-6	16	-7	-3	0.9	0.8	20

In the list so far, these contain a nitro group on carbon:
SMILES	PMI act satM6P	TNAP act hiacc	bIAP activator	Lmaj promast	Diaphorase inh	TNAP inh no acc	TNAP inh hi DEA	PMI act	Diaph act CS	bIAP inh
O=C(Nc1ccc(O)cc1)c1cccc(Oc2ccc([N+](=O)[O-])cc2)c1	·	1	1.1	13	·	-7	-4	·	·	-15
C/C(CCc1ccccc1)=N\NC(=O)c1ccccc1[N+](=O)[O-]	0.9	1	1.1	-6	15	-2	0	0.9	0.8	-6
Cc1ccc(NC(=O)CCC(=O)OCC(=O)c2ccc(Oc3ccc([N+](=O)[O-])cc3)cc2)cc1	1	1	0.8	-6	16	-7	-3	0.9	0.8	20

Continued:
SMILES	PMI act satM6P	TNAP act hiacc	bIAP activator	Lmaj promast	Diaphorase inh	TNAP inh no acc	TNAP inh hi DEA	PMI act	Diaph act CS	bIAP inh
Cc1ccc(C(=O)c2c(NC(=O)CSc3nnc(N)s3)sc3c2CCCC3)cc1	0.6	1	1.1	76*	16	-26	-1	0.8	0.8	-15
CCCN1CN(Cc2ccccc2)CNC1=S	1.3	0.9	1	0	-5	-20	10	1	1	1
Cc1cc(C)c2nc(C(F)(F)F)nc(N3CCN(C(=O)c4ccco4)CC3)c2c1	0.9	1	0.9	20	10	-2	4	0.9	0.9	9
CCCCn1c(=N)n(CC(=O)c2ccc([N+](=O)[O-])cc2)c2ccccc21	1.8	1	0.9	81*	20	-5	-1	1.4	0.8	9
CCN(Cc1ccccc1)S(=O)(=O)c1nc2nc(C)c(C)c(C)n2n1	0.9	1.1	0.9	-11	19	-9	-6	0.9	0.8	11
CCOC(=O)c1[nH]c2ccc(C)cc2c1NC(=O)CN1CCCCC1	1	1	1	44	8	-10	-1	1	0.9	-3
CN1C(=O)NC(c2ccccc2)C2=C1CN(c1ccc3ccccc3c1)C2=O (centres undefined)	0.9	1	0.9	-2	20	-8	-5	0.9	0.8	8
CC1CCC(C(C)C)C(OC(=O)COC(=O)c2ccc(=O)[nH]c2)C1 (centres undefined)	0.9	1	1.1	6	19	13	-3	1	0.8	-11
O=C(NCCCO)c1ccc2[nH]c3ccccc3c2c1	0.9	1	0.9	1	14	-8	-2	1	0.9	13
CCCOc1ccc(C(=O)NC(=S)Nc2nc(C)c(C(=O)N(C)C)s2)cc1	1.1	1.1	0.7	-16	22	14	-13	1	0.8	30
COc1ccc(/C=N/OCC(=O)N2CC3(C)CC2CC(C)(C)C3)cc1 (centres undefined)	1	1.1	1	38	12	-5	-7	1.1	0.9	0
COCc1cc(=O)[nH]c(/N=C(\N)Nc2cccc(C)c2)n1	1.1	1	1.7	9	-2	-11	-1	1	1	-72
CC(NO)/C(=N\O)c1cccs1 (centres undefined)	1.4	1	1.1	-6	1	3	3	1.2	1	-6
COc1ccc(CCNC(=S)NC(=O)c2ccccc2)cc1OC	1	1.1	1	2	1	-9	-5	1	1	1
CCNc1ccc(C(=O)N/N=C/c2c(C)nn(-c3ccccc3)c2N2CCCC2)cc1[N+](=O)[O-]	1	1	1.1	3	19	0	3	0.8	0.8	-6
NC(=O)CSc1nccn1Cc1ccc(Cl)cc1	0.9	1	1	-4	-5	-12	-4	1.1	1.1	3
CCOC(=O)COc1ccc(/C=C/[N+](=O)[O-])c(OCC(=O)OCC)c1	1	1	0.9	100*	7	-5	1	1	0.9	7
CCCSc1nc(N)c2c3c(sc2n1)CN(C)CC3	1.3	1.1	0.9	8	5	-8	-6	1.1	1	8
COc1cc2[nH]c(=S)n(C3CCCC3)c(=O)c2cc1OC	0.9	1.1	0.9	8	12	-12	-6	0.9	0.9	8
C/C(=N\Nc1nc2ccccc2[nH]1)c1ccc(Cl)s1	1	1	1.1	90*	7	-38	3	0.9	0.9	-14
NC(=O)C1CCN(c2nc(-c3ccccc3)nc3c2oc2ccccc23)CC1	1	1.1	1.1	-6	9	-6	-5	0.9	0.9	-6
NC(=O)CC1NC(=O)c2cc([N+](=O)[O-])cc(I)c2OCCC(C(N)=O)NC(=O)[C@@H]2CCCN2C1=O (some centres undefined)	1.2	1	0.9	-4	9	-11	-1	1.2	0.9	14
CN(CC(=O)Nc1sc2c(c1C#N)CCCCC2)Cc1nc2ccccc2c(=O)[nH]1	0.8	1.1	1.1	2	20	-105	-7	0.9	0.8	-12
COc1cccc(OCc2nc3c4cnn(-c5ccccc5)c4ncn3n2)c1	0.9	1	1.1	-2	12	-3	2	0.9	0.9	-7
CC(C)c1ccc(O)c(NC(=O)c2cccnc2)c1	1	1	0.9	-9	2	-2	2	1	1	7
O=C(O)COc1c(F)c(F)c(C(F)(F)F)c(F)c1F	0.9	1	1	·	14	1	-2	1	0.9	2
O=C(O)/C=C/c1cn(Cc2ccccc2)nc1-c1ccc(Cl)cc1	1	1	1	-2	-6	-14	-4	1.1	1.1	-2
CCc1cc(-c2n[nH]c(=S)n2N)n(C)n1	0.8	1	1	-5	7	-1	3	0.9	0.9	-4
Cc1ccc(NC(=O)/C(=C/c2cccc([N+](=O)[O-])c2)NC(=O)C2CCCCC2)cc1	0.9	1	0.9	4	6	-3	-3	0.9	0.9	7
O=C(COC(=O)C1=Cc2ccccc2OC1)NC1CCCC1	0.8	1	1	-3	17	-3	4	0.8	0.8	2
CSCCC(NC(=O)c1cccc(S(=O)(=O)N2CCOCC2)c1)C(=O)Nc1cccc(C)c1 (centres undefined)	0.9	1	0.3	70*	17	-5	-4	0.9	0.8	·
CCCCCc1nnc(NC(=O)C(=O)OCC)s1	1.1	1.1	1.1	-5	1	5	-6	1.2	1	-7
N/C(=N\OC(=O)COc1ccccc1)c1ccccn1	1.1	1	1.2	10	0	-21	-2	1	1	-16
Cc1ccc(Cc2cnc(NC(=O)/C(C#N)=C/c3ccc(-c4cccc([N+](=O)[O-])c4)o3)s2)cc1	1	0.8	0.9	0	3	11	16	0.9	1	11
CN(Cc1ccccc1)C(=O)COC(=O)Cn1cnc2ccccc21	1.1	1	0.8	-2	-11	7	1	1.1	1.1	19
O=c1[nH]c2cccnc2c2ccsc12	0.9	1.1	0.9	-2	32	-10	-8	0.9	0.7	9

Screening results deposited in PubChem BioAssay by several laboratories.
